phage Ecoli inh = growth loss of phage-infected E. coli, primary screen, RecBCD inhibitor project, absorbance, with phage, HTS | inhibition, % at 11.9 µM | 0.26% of 360,000 active | AID 651602, 2012; in the data active = inhibition above about 11%
SR-BI HDL uptake = inhibitors of SR-BI mediated HDL lipid uptake, primary screen, ldlA[mSR-BI] cells, fluorescence, single point. AID 488896, 2010. Scavenger receptor class B member 1 (Mus musculus), Q61009. ldlA[mSR-BI] CHO cells, DiI-HDL uptake fluorescence, 3 h. inhibition, % at 12.5 µM. 0.96% of 320,000 active;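 active = mean replicate inhibition of at least 70% and a set share of replicates each scoring 70 or more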;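 note: 0% = median of neutral control wells and 100% = median of positive control wells; values of inactives mirror those of a sister screen read the other way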
Target sequence (Q61009 whole entry, looked up): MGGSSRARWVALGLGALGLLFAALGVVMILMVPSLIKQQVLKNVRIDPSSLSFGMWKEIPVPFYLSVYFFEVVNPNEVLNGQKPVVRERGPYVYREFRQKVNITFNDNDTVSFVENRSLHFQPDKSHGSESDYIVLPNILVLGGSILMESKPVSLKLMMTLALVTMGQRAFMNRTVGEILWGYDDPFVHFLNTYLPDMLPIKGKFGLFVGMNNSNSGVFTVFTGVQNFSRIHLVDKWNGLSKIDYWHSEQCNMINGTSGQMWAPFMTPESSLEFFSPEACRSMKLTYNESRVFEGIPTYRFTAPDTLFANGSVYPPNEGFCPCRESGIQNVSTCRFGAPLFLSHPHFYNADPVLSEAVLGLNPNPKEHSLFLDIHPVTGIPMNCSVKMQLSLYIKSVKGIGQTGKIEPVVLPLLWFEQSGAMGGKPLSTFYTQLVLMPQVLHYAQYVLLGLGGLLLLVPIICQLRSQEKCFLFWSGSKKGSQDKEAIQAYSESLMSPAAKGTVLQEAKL
Tat export inh = E. coli Tat export inhibitors, primary screen, MC4100, TorA-mCherry reporter, fluorescence, single point. AID 488895, 2010. 0.036% of 340,000 active. inhibition, % at 10 µM;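 active = mean replicate inhibition at least 50% and at least half of replicates individually reaching 50%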;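 note: exported cargo escapes ClpAP degradation while cytoplasmic cargo is degraded and loses fluorescence; 0% = median of neutral control wells and 100% = median of NaSCN control wells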
MITF TRPM1 HTS = activators of MITF-driven TRPM1 promoter reporter, primary screen, cell-based, SK-MEL-5, luciferase, single point | activation, % at 12.5 µM | 0.75% of 300,000 active | SK-MEL-5 TRPM1-promoter luciferase, 24 h; % of positive control, neutral wells = 0 | AID 588334, 2011;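 active = mean activation of at least 80% with every replicate also reaching 80%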;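 note: 0% = neutral control wells and 100% = parthenolide positive control wells; values of inactives mirror those of a sister screen read the other way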
Wnt bcat act = Wnt/beta-catenin pathway activators, primary screen, cell-based, plate reader, single point | Wnt/beta-catenin reporter cell assay, activator | activation, % at 9.35 µM | 1.2% of 300,000 active; in the data active = activation above about 30%, passing the limit was not always enough;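 note: 0% = neutral control wells and 100% = positive control wells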
CAL PDZ FP-1 = untagged CAL PDZ binding inhibitors, primary screen, biochemical, fluorescence polarization, HTS; Golgi-associated PDZ and coiled-coil motif-containing protein (Homo sapiens), Q9HD26; purified CAL PDZ, TMR-peptide fluorescence polarization, 1 h; inhibition, % at 24.9 µM; 0.92% of 300,000 active; AID 602252, 2012;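 active = mean inhibition of at least 30% with at least half of replicates also reaching 30%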;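 note: 0% = DMSO neutral control and 100% = excess unlabeled competitor peptide PRC23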
CAL PDZ FP-2 = CAL PDZ peptide-binding inhibitors, primary screen, biochemical, fluorescence polarization, Cer-tagged CAL PDZ, HTS; Golgi-associated PDZ and coiled-coil motif-containing protein (Homo sapiens), Q9HD26; purified CAL PDZ, TMR-peptide fluorescence polarization, 1 h; inhibition, % at 20 µM; 0.02% of 330,000 active; AID 504414, 2011;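 active = highest replicate inhibition of at least 40%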;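 note: plate controls were DMSO neutral control wells for no effect and unlabeled competitor peptide control wells for full effect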
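Assay system – tagged CAL PDZ protein CerCALP, purified · Timing – 1 h at RT · Compound – single point, 20 µM · Measured by – fluorescence polarization from S- and P-plane intensities, G-factor corrected · Evaluation – inhibition from polarization loss · Probe or stimulus – TMR reporter peptide T*-PRC34 · Buffer or medium – pH 7.4 phosphate-saline buffer, reducing agent, detergent, IgG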
E coli growth = E. coli V3065 growth inhibition, primary screen, counter-screen for AddAB inhibitor project, absorbance, OD600; 18 h; inhibition, % at 11.9 µM; 0.27% of 330,000 active; AID 449728, 2010;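 active = inhibition above the campaign's mean inhibition across all tested compounds plus 3 SD, cut at about 9.9% in these data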;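 note: uninfected addAB+ strain grown without phage in ampicillin broth; 0% = DMSO wells and 100% = ciprofloxacin 0.95 µg/ml wells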
SR-BI uptake up = activators of SR-BI mediated DiI-HDL uptake, primary screen, ldlA[mSR-BI] CHO cells, DiI fluorescence; 0.096% of 320,000 active; 3 h; 100 = double the neutral-control signal; AID 504775, 2011; activation, % at 12.5 µM;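 active = mean replicate activation of at least 60% and every replicate at or above 60%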;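 note: 0% = median plate neutral-control signal and 100% = twice that signal; values of inactives mirror those of a sister screen read the other way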
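Test system: SR-BI-overexpressing, LDLR-lacking CHO cells; Medium: Ham's F12 with 0.5% BSA, HEPES 25 mM, pH 7.4; Schedule: 3 h, 37 °C; Technique: bottom-read fluorescence, 550/595 nm.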
AddAB inh = growth inhibition of E. coli expressing H. pylori AddAB, primary screen, AddAB inhibitor project, absorbance. inhibition, % at 11.9 µM. 0.29% of 330,000 active. AID 435030, 2010; in the data active = inhibition above about 12%;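 note: 0% = vehicle wells of infected cells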
Starred values were filed as active, the others as inactive.

How did Cc1ccc(NCc2nnc(SCC(=O)N3CCCCC3)n2CC2CCCO2)c(C)c1 (centres undefined) do in these assays?
phage Ecoli inh: 1.4; SR-BI HDL uptake: -3; Tat export inh: -2; MITF TRPM1 HTS: -2; CAL PDZ FP-1: -3; CAL PDZ FP-2: -0.1; E coli growth: -2.2; AddAB inh: 4.9

How did O=C(Nc1ccc(S(=O)(=O)Nc2nccs2)cc1)c1cnc(Cl)c(Cl)c1 do in these assays?
phage Ecoli inh: 1.7; Tat export inh: 8; MITF TRPM1 HTS: 7; Wnt bcat act: -2; CAL PDZ FP-1: 4; CAL PDZ FP-2: -1.0; E coli growth: -1.3; AddAB inh: 2.6

What do the screens show for `C=C(C)C1CCC(C)=C1COC(=O)Nc1ccccc1` (centres undefined)?
phage Ecoli inh: 6.0; SR-BI HDL uptake: 20; Tat export inh: -3; MITF TRPM1 HTS: -6; CAL PDZ FP-1: -4; CAL PDZ FP-2: -0.8; E coli growth: -0.6; SR-BI uptake up: -20; AddAB inh: -1.0

How did COc1ccccc1CNC(=O)/C=C/C(=O)O do in these assays?
phage Ecoli inh: 1.8; SR-BI HDL uptake: 9; Tat export inh: -2; MITF TRPM1 HTS: 0; Wnt bcat act: -1; CAL PDZ FP-2: 0.7; E coli growth: 1.4; SR-BI uptake up: -9; AddAB inh: 4.1

Results for Cc1cccc(C(C(=O)NCc2ccc(F)cc2)N(C(=O)c2csnn2)C2CC2)c1 (centres undefined) ?
phage Ecoli inh: 0.2; Tat export inh: 0; Wnt bcat act: -2; CAL PDZ FP-1: -4; CAL PDZ FP-2: -4.1; E coli growth: -0.8; AddAB inh: 3.0

What do the screens show for `Cn1c(=O)c2c(nc(Oc3ccc4c(c3)OCO4)n2Cc2ccc(Cl)cc2)n(C)c1=O`?
phage Ecoli inh: -0.6; SR-BI HDL uptake: -9; Tat export inh: 1; CAL PDZ FP-2: 1.3; E coli growth: -4.4; SR-BI uptake up: 9; AddAB inh: -1.1

How did O=c1c(O)c(-c2cccs2)oc2ccc(Cl)cc12 do in these assays?
phage Ecoli inh: 14*; SR-BI HDL uptake: -23; Tat export inh: -5; MITF TRPM1 HTS: 4; Wnt bcat act: 9; CAL PDZ FP-2: -1.3; E coli growth: 7.7; SR-BI uptake up: 23; AddAB inh: 6.7

Results for COc1ccc(-c2nnc(SCC(=O)c3ccc[nH]3)n2-c2ccccc2)cc1 ?
phage Ecoli inh: 4.0; SR-BI HDL uptake: -4; Tat export inh: 0; MITF TRPM1 HTS: 77; CAL PDZ FP-1: -4; CAL PDZ FP-2: 0.2; E coli growth: 1.1; SR-BI uptake up: 4; AddAB inh: 2.0

Results for CCC(c1nnnn1C1CCCC1)N1CCN(c2ccccc2F)CC1 (centres undefined) ?
phage Ecoli inh: 0.5; SR-BI HDL uptake: -25; Tat export inh: -4; MITF TRPM1 HTS: -4; Wnt bcat act: -2; CAL PDZ FP-1: -7; CAL PDZ FP-2: 0.4; E coli growth: 2.7; SR-BI uptake up: 25; AddAB inh: 3.9

What do the screens show for `CC1CCN(c2ccc([N+](=O)[O-])cc2C(=O)O)CC1`?
phage Ecoli inh: 3.2; SR-BI HDL uptake: -23; Tat export inh: 0; MITF TRPM1 HTS: -4; Wnt bcat act: 2; CAL PDZ FP-1: -3; CAL PDZ FP-2: -0.4; E coli growth: 0.8; SR-BI uptake up: 23; AddAB inh: 2.1

What do the screens show for `Cc1nc2nc(SCC(=O)N3CCOCC3)nn2c(C)c1Cc1c(F)cccc1Cl`?
phage Ecoli inh: 1.0; SR-BI HDL uptake: 15; Tat export inh: 13; MITF TRPM1 HTS: 14; Wnt bcat act: 2; CAL PDZ FP-1: -3; CAL PDZ FP-2: -1.5; E coli growth: -0.4; SR-BI uptake up: -15; AddAB inh: -0.6

How did O=C(Nc1cccc(Cl)c1)Nc1ccc(Cl)cn1 do in these assays?
phage Ecoli inh: 0.4; SR-BI HDL uptake: 19; Tat export inh: -4; MITF TRPM1 HTS: 6; CAL PDZ FP-1: 2; CAL PDZ FP-2: -0.8; E coli growth: -0.2; SR-BI uptake up: -19; AddAB inh: -0.4

What do the screens show for `CN1CCN(C(=O)c2cnn(-c3ccccc3)c2NC(=O)c2ccc([N+](=O)[O-])cc2)CC1`?
phage Ecoli inh: 1.0; SR-BI HDL uptake: 0; Tat export inh: -1; MITF TRPM1 HTS: -7; Wnt bcat act: -1; CAL PDZ FP-1: -3; CAL PDZ FP-2: -1.6; E coli growth: -0.9; SR-BI uptake up: 0; AddAB inh: 3.8

Results for CCC(C)NC(=O)CC1Oc2ccc(C)cc2NC1=O (centres undefined) ?
phage Ecoli inh: -2.3; SR-BI HDL uptake: -9; Tat export inh: -6; MITF TRPM1 HTS: 14; Wnt bcat act: -1; CAL PDZ FP-2: -0.4; E coli growth: -0.2; SR-BI uptake up: 9; AddAB inh: 3.2

How did CC(C)N(C(=O)Cn1c(SCC(=O)N2CCN(c3ccccc3)CC2)nc2ccccc21)C(C)C do in these assays?
phage Ecoli inh: 4.5; Wnt bcat act: 0; E coli growth: 2.2; AddAB inh: 1.8

Results for C=CCn1c(SCC(=O)c2ccc(O)c(O)c2)nnc1-c1ccc(OC)cc1 ?
phage Ecoli inh: 3.1; SR-BI HDL uptake: -2; Tat export inh: -9; MITF TRPM1 HTS: 2; Wnt bcat act: -4; CAL PDZ FP-1: 3; CAL PDZ FP-2: -0.6; E coli growth: -2.0; SR-BI uptake up: 2; AddAB inh: -0.8

What do the screens show for `CC(=O)Nc1cccc(OCCCNC(=O)C2CCC2)c1`?
phage Ecoli inh: 0.5; SR-BI HDL uptake: -14; Tat export inh: -2; MITF TRPM1 HTS: -2; Wnt bcat act: 7; CAL PDZ FP-1: 2; CAL PDZ FP-2: -0.2; E coli growth: -1.9; SR-BI uptake up: 14; AddAB inh: 0.3

What do the screens show for `CCCCOc1ccccc1Cn1c(=O)oc2ccccc21`?
phage Ecoli inh: 1.0; SR-BI HDL uptake: 21; Tat export inh: 1; MITF TRPM1 HTS: 2; CAL PDZ FP-1: 4; CAL PDZ FP-2: 0.2; E coli growth: 2.4; SR-BI uptake up: -21; AddAB inh: 4.2

How did O=C(NN=C1CCC(=NNC(=O)c2cccnc2)CC1)c1cccnc1 do in these assays?
phage Ecoli inh: 5.2; SR-BI HDL uptake: -14; Tat export inh: -2; MITF TRPM1 HTS: 20; Wnt bcat act: 3; CAL PDZ FP-1: -1; CAL PDZ FP-2: -1.7; E coli growth: 1.1; SR-BI uptake up: 14; AddAB inh: -1.4

What do the screens show for `Cn1c(SCC(=O)Nc2ccc3[nH]c(=O)[nH]c3c2)nnc1-c1ccc(F)cc1`?
phage Ecoli inh: 2.9; Tat export inh: 4; MITF TRPM1 HTS: 12; Wnt bcat act: 0; CAL PDZ FP-1: 3; CAL PDZ FP-2: -1.7; E coli growth: 2.0; AddAB inh: -2.2

What do the screens show for `COc1ccc(NC(=O)C(=O)c2cn(CC(=O)N3CCCC3)c3ccccc23)c(OC)c1`?
phage Ecoli inh: 1.7; SR-BI HDL uptake: 72*; Tat export inh: -7; MITF TRPM1 HTS: 64; Wnt bcat act: -3; CAL PDZ FP-1: -7; CAL PDZ FP-2: -1.4; E coli growth: 1.5; SR-BI uptake up: -72; AddAB inh: 4.9

How did O=C(CC12CC3CC(CC(C3)C1)C2)NCC(=O)N1CCc2ccccc2C1 do in these assays?
phage Ecoli inh: 1.7; SR-BI HDL uptake: 23; Tat export inh: -1; MITF TRPM1 HTS: 3; Wnt bcat act: 0; CAL PDZ FP-1: -3; CAL PDZ FP-2: -1.2; E coli growth: -2.4; SR-BI uptake up: -23; AddAB inh: 4.8

Results for CC(C)Oc1ccc(C(CCNCc2ccc(O)cc2)c2ccccc2)cc1 (centres undefined) ?
phage Ecoli inh: 2.6; SR-BI HDL uptake: 2; Tat export inh: 5; MITF TRPM1 HTS: -86; Wnt bcat act: 0; CAL PDZ FP-1: 0; CAL PDZ FP-2: -2.0; SR-BI uptake up: -2

What do the screens show for `CC(C)CCN1CCC(n2nccc2NC(=O)C2CCOC2)CC1` (centres undefined)?
phage Ecoli inh: 1.1; SR-BI HDL uptake: 3; Tat export inh: -5; MITF TRPM1 HTS: -5; Wnt bcat act: -1; CAL PDZ FP-1: -8; CAL PDZ FP-2: 0.6; E coli growth: 1.9; SR-BI uptake up: -3; AddAB inh: 2.2

Results for Cc1ccc(NC(=O)CS(=O)CC(=O)Nc2cccc(C)c2C)cc1F (centres undefined) ?
phage Ecoli inh: 2.3; SR-BI HDL uptake: 11; Tat export inh: -13; MITF TRPM1 HTS: 7; Wnt bcat act: 3; CAL PDZ FP-1: 2; CAL PDZ FP-2: -1.7; E coli growth: -1.5; SR-BI uptake up: -11; AddAB inh: 0.4

What do the screens show for `CCn1c(=O)c(C(=O)NNC(=O)c2ccc(Cl)cc2Cl)c(O)c2ccccc21`?
phage Ecoli inh: 1.8; SR-BI HDL uptake: -2; Tat export inh: -4; MITF TRPM1 HTS: -8; Wnt bcat act: 1; CAL PDZ FP-1: -5; CAL PDZ FP-2: -4.4; E coli growth: 0.4; SR-BI uptake up: 2; AddAB inh: -0.8

How did O=C(COC(=O)C1c2ccccc2Oc2ccccc21)Nc1ccc2c(c1)OCO2 do in these assays?
phage Ecoli inh: 0.5; SR-BI HDL uptake: 25; Tat export inh: 0; MITF TRPM1 HTS: 4; CAL PDZ FP-1: -4; CAL PDZ FP-2: -1.2; E coli growth: 0.2; SR-BI uptake up: -25; AddAB inh: 1.1

Results for CC(=O)c1ccc(OCc2cc(C(=O)NCC3CCCCO3)no2)cc1 (centres undefined) ?
phage Ecoli inh: 2.6; SR-BI HDL uptake: 6; Tat export inh: -2; MITF TRPM1 HTS: 32; Wnt bcat act: -2; CAL PDZ FP-1: -3; CAL PDZ FP-2: -1.1; E coli growth: 1.2; SR-BI uptake up: -6; AddAB inh: 1.5

Results for Cc1cc2n(n1)SC(Nc1ccccc1)N2 (centres undefined) ?
phage Ecoli inh: 2.0; SR-BI HDL uptake: -15; Tat export inh: -1; MITF TRPM1 HTS: 10; CAL PDZ FP-1: -2; CAL PDZ FP-2: -2.4; E coli growth: 1.1; SR-BI uptake up: 15; AddAB inh: 1.0
